RGS4 inhibitor = blocks human RGS4-accelerated GTP hydrolysis; P49798; Transcreener GDP fluorescence polarization, RGS4-accelerated GTP hydrolysis; Potency, µM (highest dose often 114 µM), for the others: at the highest dose activity change, negative = inhibition, actives largely listed as inhibitors; 0.039% of 390,000 active; AID 504845; further: potency means the concentration at half of the fitted maximal effect; on the % scale 0 is the no-effect control and ±100 the full control effect; nearly all actives have a fitted effect of over 75% in size; some results filed as inactive show a strong effect at the top dose
Target sequence (P49798 whole entry, looked up): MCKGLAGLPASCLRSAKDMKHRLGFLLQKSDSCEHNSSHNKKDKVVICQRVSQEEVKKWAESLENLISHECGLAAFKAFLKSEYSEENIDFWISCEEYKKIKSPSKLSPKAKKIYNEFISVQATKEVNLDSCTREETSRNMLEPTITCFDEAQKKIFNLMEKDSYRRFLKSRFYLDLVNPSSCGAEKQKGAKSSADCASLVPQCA
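MLSMR compounds (23 nl, pin-transferred) preincubated 10 min at room temperature with a 500nM (2x) first reagent, then RGS4 at 900nM (2x) plus Transcreener GDP mix added; fluorescence polarization (620/688 nm) read before and after 90 min at 30 °C.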
D2 antag = antagonists of human D2 dopamine receptor. HEK293 TREx D2 cells, calcium flux, dopamine EC80. inhibition, % at 10 µM. 2% of 340,000 active. P14416. AID 485344; in the data active means inhibition above about 30%; further: 0% is about no effect
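Calcium flux kinetic readout in an inducible HEK293 TREx D2 line plated overnight at 30 C. After 180 s compound exposure, an EC80 dopamine challenge follows with another 180 s kinetic read to detect antagonism.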
Vif-A3F inh = Vif-A3F binding inhibition | HeLa A3F-eYFP + Vif (tagged APOBEC3F with the HIV-1 protein that degrades it), YFP fluorescence increase | Potency, µM (series often up to 46.1 µM), inactives show at the top dose activity, negative = active | 0.2% of 390,000 active | AID 602313; further: potency means the concentration at half of the fitted maximal effect; % of control where 0% means no effect; nearly all actives have a fitted effect of over 65% in size
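HeLa cells stably expressing A3F-eYFP plus Vif, plated and incubated overnight at 37 deg C, then exposed to compounds overnight at 37 deg C. Blocked degradation read as raised yellow fluorescence (Ex 488/Em 500-530).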
D2 ag = D2 dopamine receptor (human) agonism. P14416. HEK293 T-REx D2 cells, calcium flux agonist mode. activation, % at 2 µM. 0.53% of 340,000 active. AID 485358;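 active means activation over 3 SD above normal in the single-dose calcium agonist read, cut at about 30% in these data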; further: 0% is about no effect
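Tetracycline-induced HEK293 T-REx cells with force-coupled D2 receptor, plated overnight at 30 C, loaded with no-wash calcium dye. After a 10 s baseline, compound was pin-added and calcium flux read kinetically for 180 s; calcium rises flagged agonists.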
Vif-A3G inh = blocks the Vif interaction with human APOBEC3G | HeLa A3G-eYFP + Vif (tagged APOBEC3G with the HIV-1 protein that degrades it), YFP fluorescence, overnight | 0.076% of 410,000 active | AID 602310 | Potency, µM (doses to about 46.1 µM), for the others: at the top dose activity, negative = active, most hits filed as inhibitors | Q9HC16;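 further: potency means the concentration at half of the fitted maximal effect; on the % scale 0 is the no-effect control and ±100 the full control effect; nearly all actives have a fitted effect of over 60% in size; hits raise eYFP signal because A3G escapes Vif-driven loss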
Target sequence (Q9HC16 whole entry, looked up): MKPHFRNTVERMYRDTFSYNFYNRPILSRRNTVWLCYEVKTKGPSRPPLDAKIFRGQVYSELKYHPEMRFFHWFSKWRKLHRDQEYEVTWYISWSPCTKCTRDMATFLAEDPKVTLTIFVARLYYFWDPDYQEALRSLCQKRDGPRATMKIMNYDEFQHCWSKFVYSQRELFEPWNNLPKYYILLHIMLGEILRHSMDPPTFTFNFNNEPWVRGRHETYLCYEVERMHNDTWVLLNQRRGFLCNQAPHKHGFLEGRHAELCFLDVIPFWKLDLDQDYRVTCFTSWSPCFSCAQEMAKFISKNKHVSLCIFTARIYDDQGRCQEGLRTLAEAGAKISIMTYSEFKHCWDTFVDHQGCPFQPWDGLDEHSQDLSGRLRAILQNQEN
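Read-out is eYFP fluorescence (Ex 488/Em 500-530) from Vif-expressing HeLa A3G-eYFP cells; more signal means A3G escaped Vif-mediated degradation. Cells plated overnight, compound pinned in, incubated overnight at 37 deg C.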
ERG Ets-DNA blk = ERG Ets/DNA interaction inhibition. P11308. fluorescence polarization, His-ERG Ets domain / labelled DNA. Potency, µM (highest dose often 76.9 µM), for the others: at the top dose FP activity, negative = inhibition, usual class: inhibitors. 0.028% of 370,000 active. AID 624246; active means well fitted inhibition curve with a large enough effect in the polarisation, with a control signal flat; inconclusive means small, poorly fitted or top-dose-only effect, or effect the other way, or a change in a side signal; inactive means no such curve, though single readings can be large or run the other way; the % refers to the polarisation;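 further: polarization taken with two DNA probes labelled with fluorescein and Texas red; potency means the concentration at half of the fitted maximal effect; % of control where 0% means no effect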
Target sequence (P11308 whole entry, looked up, the tested form may be a part): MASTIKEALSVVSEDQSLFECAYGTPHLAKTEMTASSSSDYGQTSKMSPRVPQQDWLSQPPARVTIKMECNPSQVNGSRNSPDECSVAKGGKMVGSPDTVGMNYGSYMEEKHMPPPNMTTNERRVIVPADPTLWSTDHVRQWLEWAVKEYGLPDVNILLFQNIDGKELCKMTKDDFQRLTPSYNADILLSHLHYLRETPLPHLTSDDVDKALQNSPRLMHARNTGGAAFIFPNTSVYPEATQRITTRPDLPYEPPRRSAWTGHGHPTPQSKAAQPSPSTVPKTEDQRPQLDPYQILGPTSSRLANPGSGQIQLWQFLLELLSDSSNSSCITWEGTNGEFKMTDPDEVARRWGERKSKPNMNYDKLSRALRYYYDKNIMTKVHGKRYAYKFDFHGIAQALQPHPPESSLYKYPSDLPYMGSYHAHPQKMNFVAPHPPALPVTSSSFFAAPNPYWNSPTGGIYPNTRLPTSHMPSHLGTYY
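His-tagged ERG Ets domain (1 uM in the protein solution; 300mM KCl, 50mM Tris-HCl, 1mM EDTA, 1mM DTT, pH 7.5) received compound, then a probe mix of 5 nM fluorescein-DNA and 100nM Texas-615-DNA. Fluorescence polarization was read for both dyes.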
GRP78 ERSR act = induces the endoplasmic reticulum stress response in human glioma cells; Potency, µM, without a hit: at the top dose activation, actives largely listed as activators; AID 602332; U87-MG GRP78 promoter luciferase reporter, 16 h; 0.02% of 420,000 active; further: potency means the concentration at half of the fitted maximal effect; series mostly up to about 76 µM; % of control where 0% means no effect; nearly all actives have a fitted effect of over 35% in size
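Stably transfected U87-MG glioma cells carrying a GRP78-based luciferase sensor; 16 h compound incubation. Luminescence end-point read 10 min after Bright-Glo addition at room temperature.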
12-LOX inh = ALOX12 (human) lipoxygenase inhibition. AID 1671190. purified 12hLO, xylenol orange hydroperoxide absorbance. Potency, µM (highest dose often 108 µM), for the others: at the top dose activity change, negative = inhibition, hits mostly inhibitors. 1.1% of 580,000 active. P18054; further: potency means the concentration at half of the fitted maximal effect; on the % scale 0 is the no-effect control and ±100 the full control effect
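Purified human 12hLO at 150 nM in 25 mM Hepes, 0.01% Triton X-100, pH 7.0, preincubated 15 min at room temperature with compound. Reaction started with 40 uM arachidonic acid, 30 min at room temperature. Hydroperoxide measured by Fe-xylenol orange, 573/405 nm absorbance ratio.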
LDHA block = inhibitors of human lactate dehydrogenase A; P00338; purified LDHA, NADH/diaphorase-resazurin fluorescence; active compounds read low; activity change, % (values are at about 110 or 230 µM); 0.15% of 480,000 active; AID 1347041; in the data active means activity change below about -30%; inconclusive means mostly about -25% to -30%;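 further: plate controls were DMSO wells for no effect and wells without enzyme for full effect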
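Resorufin fluorescence (ex540/em590), read at 0 and 20 min after diaphorase/resazurin addition, reports the NADH left after a 5 min room-temperature reaction of 2 nM human LDH5 with 0.06 mM NADH and 0.2 mM pyruvate.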
Starred values were filed as active, the others as inactive; ? = inconclusive; . = not tested or not shown; & = joins results of further samples; [ ] = remark or other dose. Unless noted, the call rests on the fitted dose curve; in most records, active means well fitted curve in the direction sought with a large enough effect; inconclusive means small, poorly fitted or top-dose-only effect, or another doubt; inactive means no such curve, though single readings can be large; an effect the other way counts as inactive or inconclusive. These rows are one share of the data, so the mix of outcomes need not match the whole.

The line under a structure holds: RGS4 inhibitor | D2 antag | Vif-A3F inh | D2 ag | Vif-A3G inh | ERG Ets-DNA blk | GRP78 ERSR act | 12-LOX inh | LDHA block
- c1ccc2c(c1)SCc1nnc(-c3ccncc3)n1-2
  -27% | 10 | 8% | -0.5 | 1% | 11% | -2% | 4% | -2
- NS(=O)(=O)c1ccc(NC(=O)CN2CCc3ccccc3C2)cc1
  -24% | -2 | 4% | -0.1 | 0% | 13% | -4% | -5% | -6
- O=C(COc1ccc(Br)cc1)Nc1ccc2oc(=O)ccc2c1
  -6% | -6 | -7% | 0.4 | -7% | -6% | -3% | 13% | -8
- CSCCC(NC(N)=O)C(=O)Nc1cccc(C#N)c1 (stereo not given)
  0% | 3 | -9% | 0.6 | -2% | 8% | -1% | -6% | -3
- Cc1cc(C)nc(N/N=C/C=C/c2ccccc2)n1
  -2% | 21 | -11% | 0.5 | -6% | -10% | 4% | -10% | -2
- O=C(O)C1=C[C@H](c2cccs2)C[C@H](OCCCCO)O1
  7% | -13 | -5% | -0.2 | 5% | 13% | -2% | -30% | 2
- COc1ccccc1COCC(O)CNCC1(N2CCCCC2)CCCCC1 (stereo not given)
  -12% | -3 | -3% | 0.8 | -2% | -10% | -5% | ? | ?
- Cn1cc(CN2CCC(Oc3ccc(C(=O)N4CCCCC4)cc3)CC2)cn1
  6% | 0 | -17% | 0.4 | 1% | -16% | 0% | 0% | -8
- CC1CCN(C(=O)c2[nH]cnc2C(=O)Nc2cccc(Cl)c2)CC1
  -3% | 25 | 1% | -0.6 | -1% | 3% | -5% | 4% | -9
- COc1ccc(NC(=S)N(CCc2c(C)[nH]c3ccc(C)cc23)Cc2cccs2)cc1
  -14% | 8 | 2% | 0.0 | 1% | 24% | -5% | ? | 0
- COC(=O)C1=CN(Cc2ccc(OC)cc2)C=C(C(=O)OC)C1c1cc(OC)c(OC)c(OC)c1
  12% | -30 | -16% | 0.3 | -8% | 1% | 1% | . | -2
- Cc1ccnc(NC(=O)CCC(=O)N(CC(=O)NCc2ccc(F)cc2)CC2CCCO2)c1 (stereo not given)
  20% | -1 | 23% | 0.6 | 1% | 2% | -5% | 19% | -7
- COc1ccc(NC(=O)CCN2CCN(CCO)CC2)c(OC)c1
  5% | . | -6% | 0.0 | -2% | 3% | -4% | ? | -5
- CCCCc1ccc(NC(=O)Nc2c(C)n(C)n(-c3ccccc3)c2=O)cc1
  -5% | . | 7% | . | 0% | 10% | -6% | . | -11
- COc1ccc(C2C(C(C)=O)=C(O)C(=O)N2c2ccc(Br)cn2)cc1 (stereo not given)
  2% | -2 | -4% | -0.4 | 1% | -4% | -1% | -14% | -5
- Cc1cccc2nc(-c3ccccc3)nc(N3CCC(O)(c4ccc(Cl)cc4)CC3)c12
  20% | -3 | 4% | 4.5 | -2% | 13% | -8% | -8% | -2
- COc1ccc(C(=O)OCC(N)=O)cc1[N+](=O)[O-]
  -2% | . | 5% | . | 0% | 12% | -4% | -6% | -6
- COc1cc2c(cc1OC)C(c1cccs1)NCC2 (stereo not given)
  -13% | 5 | 2% | 0.9 | 1% | 1% | -2% | -20% | -4
- Cc1nn(CC(=O)Nc2ccc3c(c2)nc2n3CCN(C3CCCCC3)C2)c(=O)c2ccccc12
  -15% | -7 | 9% | 0.3 | 1% | -1% | 1% | ? | -2&4
- CCS(=O)(=O)c1ccc(C(=O)Nc2cccc(Cl)c2)c(Cl)c1Cl
  12% | -16 | 8% | 1.3 | 6% | 13% | -4% | 0% | 1
- CC(C)(C)OC(=O)C[C@@H]1C/C=C\C[C@H](CC(=O)N[C@H](CO)Cc2ccccc2)C(=O)N2CCC[C@H]2COC1=O
  2% | . | 4% | . | 2% | 10% | -3% | 14% | 0
- Cc1cc(C)c2c(CN3CC(C)OC(C)C3)cc(=O)oc2c1C (stereo not given)
  -1%[56.9 µM] | 16 | 10% | 0.6 | -9% | 0% | -3% | 20% | -5
- OC(c1cccc(Cl)c1)c1ncc(-c2ccc(Oc3ccccc3)cc2)[nH]1 (stereo not given)
  . | . | . | . | -14% | . | -10% | ? | -10
- CCOC(=O)CCc1c(C)nc2cc(-c3ccccc3OC)[nH]n2c1=O
  -17% | 16 | 3% | -1.0 | -3% | 2% | 0% | ? | 5
- Cc1ccc(S(=O)(=O)NN=C2CCC(C(C)(C)C)CC2)cc1[N+](=O)[O-] (stereo not given)
  -7% | -9 | 0% | 0.1 | 1% | 6% | -1% | . | -4
- CCOc1ccc(NC(=O)NC(C)c2c(-n3cccc3)sc3c2CCN(CC)C3)cc1 (stereo not given)
  -19% | . | -17% | 8.4 | -18% | -2% | 1% | 19% | 0
- Nc1cc(N)nc(SCc2cccc(F)c2)n1
  -10% | -9 | 1% | 0.0 | 0% | -10% | 16% | 12% | -1
- CN(C)c1ccc(/C=c2\sc3n(c2=O)CCCN=3)cc1
  -26%[11.4 µM] | 3 | -5% | 12 | -11% | 3% | -14% | -3% | -2
- CCNC(=O)CC1SC(=Nc2ccc(C)cc2)NC1=O (stereo not given)
  -19% | -1 | -5% | -0.8 | -5% | -7% | -2% | -2% | -11
- C=CC(=O)OCCOCCOCCOCCOC(=O)C=C
  -13% | -6 | 6% | 0.9 | -24% | 8% | -9% | -21% | -3
- CC(C)C(NS(=O)(=O)c1cccc2nsnc12)C(=O)Nc1nccs1 (stereo not given)
  3% | -3 | 1% | 0.2 | 4% | 6% | -1% | -6% | 3
- COc1cc(NC(=O)CSc2nnc3ccc(-c4ccncc4)nn23)cc(OC)c1
  -4% | -15 | 8% | -0.1 | -5% | -1% | 0% | 5% | 10
- Cc1ccc(/C=C2\CCn3c2nc2cc(C(=O)O)ccc2c3=O)c(C)c1
  10% | 27 | 8% | 0.6 | 3% | 7% | 1% | -25% | -10
- Cc1cc(=O)oc2cc(OCC(=O)N(C)C3CCS(=O)(=O)C3)c(Cl)cc12 (stereo not given)
  6% | -6 | -4% | -0.4 | 0% | 12% | -5% | -1% | -3
- CN(C)C(=O)CN1CCN(c2nc3nonc3nc2N2CCCCC2)CC1
  -4% | -37 | -26% | -0.6 | -1% | -3% | -1% | -1% | -2
- Cc1ccc2c(C)c(C(=O)NCc3ccc(S(N)(=O)=O)cc3)oc2c1
  8% | 16 | 12% | -0.1 | -1% | 7% | 10% | 0% | -2
- Cc1cc(O)cc2c1C(=O)/C(=C/c1ccco1)O2
  ? | -8 | ? | -0.3 | 0% | 19% | 3% | ? | 1
- CCOC(=O)N1CCN(C(=O)CSc2ccc(C(F)(F)F)cc2[N+](=O)[O-])CC1
  -24% | -27 | 15% | 0.1 | 2% | 5% | -3% | ? | -2
- COC(=O)/C(=C/Nc1ccccc1)[N+](=O)[O-]
  6% | 11 | 0% | -0.4 | 1% | . | -1% | -16% | -2
- CCc1ccc(C2CC(=O)N3CN(c4ccccc4)CSC3=C2C#N)cc1 (stereo not given)
  ? | 6 | -1% | 0.0 | -10% | 4% | -6% | ? | 5
- CSc1n[nH]c(N)c1S(=O)(=O)c1ccc(Cl)cc1
  -20% | -4 | 0% | 1.1 | 0% | 19% | -1% | -14% | 2
- COc1ccc(OC)c(NC(=S)NCCN2CCOCC2)c1
  -38% | -3 | 2% | -0.3 | 3% | 6% | -7% | -7% | -3
- CC1=C(C)/C(=N\OS(=O)(=O)c2ccccc2)C=CC1=O
  ? | 3 | -7% | 0.8 | -5% | 1% | -17% | . | 27
- CCC(C)NC(=O)C1CCC(CNS(=O)(=O)c2ccc3c(c2)CC(C)N3C(=O)C2CC2)CC1 (stereo not given)
  -1% | 8 | 5% | 0.3 | -1% | 9% | -6% | 6% | -4
- Cc1cccc(NCC(=O)N/N=C\c2cccn2C)c1
  16% | -3 | 7% | -0.3 | -7% | -7% | 0% | 9% | -14
- CNC(=O)C[C@H]1C(=O)N(c2ccccc2)C[C@@H]1CSC
  . | . | -10% | . | -4% | . | -1% | ? | -4
- Cc1ccc(C)c(S(=O)(=O)N2CCN(C(=O)CCC(=O)NCc3ccc(Cl)cc3Cl)CC2)c1
  21% | . | 1% | . | -8% | -8% | -2% | ? | -5
- CCOC(=O)c1ccc(N2C(=O)CC(N3CCN(C(=O)c4ccccc4)CC3)C2=O)cc1 (stereo not given)
  0%[11.4 µM] | -2 | -11% | 1.4 | -3% | 2% | -2% | -3% | -3
- CC[C@@]1(C(=O)OC)N[C@H](CN(C)C(=O)COC)[C@@H]2C(=O)N(C)C(=O)[C@@H]21
  3% | . | 2% | . | -2% | -10% | -3% | 5µM* | 1
- CCc1ccccc1Nc1cc(C(=O)NCc2ccccn2)c2ccccc2n1
  -5% | 10 | -10% | -1.6 | 1% | 1% | -1% | 2% | -2

Record cards, as listed above.
Record of CCc1ccccc1Nc1cc(C(=O)NCc2ccccn2)c2ccccc2n1 : RGS4 inhibitor = -5%; D2 antag = 10; Vif-A3F inh = -10%; D2 ag = -1.6; Vif-A3G inh = 1%; ERG Ets-DNA blk = 1%; GRP78 ERSR act = -1%; 12-LOX inh = 2%; LDHA block = -2
Record of CC(C)C(NS(=O)(=O)c1cccc2nsnc12)C(=O)Nc1nccs1 (stereo not given) : RGS4 inhibitor = 3%; D2 antag = -3; Vif-A3F inh = 1%; D2 ag = 0.2; Vif-A3G inh = 4%; ERG Ets-DNA blk = 6%; GRP78 ERSR act = -1%; 12-LOX inh = -6%; LDHA block = 3

High-throughput results as filed in PubChem BioAssay.
